Screens as filed in PubChem.
LYPLA1 inh = counter-screen for PME1 inhibitors: inhibitors of human LYPLA1; O75608; recombinant LYPLA1, FP-Rh probe fluorescence polarization; inhibition, % at 5.9 µM; 320,000 compounds, 0.16% hits; AID 2174;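 active = inhibition above the mean of all tested compounds plus 3 SD, set per campaign, cut at about 14% in these data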;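 note: inhibitors block serine hydrolase probe labeling of LYPLA1 so polarization falls; 0% = enzyme with DMSO and 100% = wells lacking LYPLA1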
Target sequence (O75608 whole entry, looked up): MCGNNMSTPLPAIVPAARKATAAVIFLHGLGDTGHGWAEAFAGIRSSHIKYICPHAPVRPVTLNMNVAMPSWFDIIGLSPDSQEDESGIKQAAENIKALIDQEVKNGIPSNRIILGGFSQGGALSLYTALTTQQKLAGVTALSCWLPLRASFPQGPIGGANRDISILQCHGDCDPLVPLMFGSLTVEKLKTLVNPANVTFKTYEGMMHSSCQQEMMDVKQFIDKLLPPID
EBNA-1 inh = blocks EBNA-1 binding to DNA; EBNA-1 DNA binding, fluorescence polarization; inhibition, % at 14.8 µM; 300,000 compounds, 0.34% hits; in the data active = inhibition above about 28%
pPAFAH FP inh = pPAFAH (human) enzyme inhibition; Q13093; recombinant pPAFAH, FP-rhodamine probe fluorescence polarization; inhibition, % at 3.39 µM; 330,000 compounds, 1.5% hits; AID 463082;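 active = inhibition above the mean inhibition across the screen plus 3 SD, cut at about 25% in these data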;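 note: inhibitors block binding of the rhodamine activity-based probe so polarization drops; 0% = enzyme with DMSO and 100% = wells lacking pPAFAH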
Target sequence (Q13093 whole entry, looked up): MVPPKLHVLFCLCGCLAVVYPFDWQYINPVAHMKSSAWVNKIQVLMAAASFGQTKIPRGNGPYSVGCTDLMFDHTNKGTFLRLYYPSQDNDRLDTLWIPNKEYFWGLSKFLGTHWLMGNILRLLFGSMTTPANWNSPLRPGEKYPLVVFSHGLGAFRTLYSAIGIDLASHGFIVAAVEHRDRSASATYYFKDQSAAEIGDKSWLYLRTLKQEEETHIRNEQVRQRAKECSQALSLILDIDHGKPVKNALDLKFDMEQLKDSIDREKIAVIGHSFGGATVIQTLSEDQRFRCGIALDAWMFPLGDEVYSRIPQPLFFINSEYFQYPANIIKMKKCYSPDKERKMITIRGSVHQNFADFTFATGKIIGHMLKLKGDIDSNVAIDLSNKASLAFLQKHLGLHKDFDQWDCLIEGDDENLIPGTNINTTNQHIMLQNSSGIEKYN
ZTA counter = counter-screen for EBNA-1 inhibitors: inhibitors of Epstein-Barr virus ZTA; ZTA-DNA binding, fluorescence polarization; inhibition, % at 11 µM; 320,000 compounds, 0.15% hits; AID 2234; in the data active = inhibition above about 33%
Target sequence (P03206 whole entry, looked up): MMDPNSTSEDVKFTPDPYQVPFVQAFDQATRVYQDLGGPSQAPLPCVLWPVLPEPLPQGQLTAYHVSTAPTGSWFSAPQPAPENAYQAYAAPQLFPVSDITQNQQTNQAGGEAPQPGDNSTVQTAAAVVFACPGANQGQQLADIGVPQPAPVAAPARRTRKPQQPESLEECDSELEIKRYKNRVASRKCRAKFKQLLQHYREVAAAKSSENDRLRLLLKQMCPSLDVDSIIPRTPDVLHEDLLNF
PAFAH1B2 inh = PAFAH1B2 (human) inhibition; recombinant PAFAH1B2, FP-rhodamine activity probe, fluorescence polarization; inhibition, % at 3.39 µM; 340,000 compounds, 1.2% hits;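 active = inhibition above the mean of all tested compounds plus 3 SD, cut at about 24% in these data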;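 note: 0% = enzyme with DMSO and 100% = wells lacking PAFAH1B2; many of its hits are not listed in these tables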
PREPL inhibitor = inhibitors of human prolyl oligopeptidase-like enzyme PREPL | recombinant PREPL, fluorescence polarization activity-based probe | inhibition, % at 5.96 µM | 320,000 compounds, 0.68% hits; in the data active = inhibition above about 43%;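 note: 0% = enzyme with DMSO and 100% = wells lacking enzyme; many of its hits are not listed in these tables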
PAFAH1B3 inh = PAFAH1B3 (human) inhibition; recombinant PAFAH1B3, FP-rhodamine probe, fluorescence polarization; Q15102; AID 492972; 340,000 compounds, 0.28% hits; inhibition, % at 3.39 µM;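 active = inhibition above the screen-wide average of all tested compounds plus 3 SD, cut at about 25% in these data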;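 note: 0% = enzyme with DMSO only and 100% = wells lacking PAFAH1B3 protein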
PAFAH2 inh = PAFAH2 (human) inhibition; Q99487; recombinant PAFAH2, FP-rhodamine activity probe, fluorescence polarization; inhibition, % at 3.39 µM; 340,000 compounds, 0.99% hits; AID 492956;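 active = inhibition above the mean over all tested compounds plus 3 SD, cut at about 30% in these data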;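 note: inhibitors block probe labeling of enzyme so polarization drops; 0% = enzyme with DMSO and 100% = wells lacking PAFAH2 protein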
LYPLA2 inh = blocks human lysophospholipase 2, a PME1 counter-screen. recombinant LYPLA2, FP-Rh probe fluorescence polarization. AID 2177. O95372. 320,000 compounds, 0.38% hits. inhibition, % at 5.9 µM;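 active = inhibition above the screen-wide mean plus 3 SD, limit set per campaign, cut at about 26% in these data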;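 note: 0% = LYPLA2 with DMSO and 100% = wells lacking LYPLA2 enzyme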
* marks the source's active call; other numbers are inactive results; nt = no result given. This is a subset; count on the stated rates, not on these rows.

Abbreviations: A = LYPLA1 inh; B = EBNA-1 inh; C = pPAFAH FP inh; D = ZTA counter; E = PAFAH1B2 inh; F = PREPL inhibitor; G = PAFAH1B3 inh; H = PAFAH2 inh; I = LYPLA2 inh
Structure: Cn1c(N)c(C(=O)COC(=O)c2cc(C(F)(F)F)nc3ccccc23)c(=O)n(Cc2ccccc2)c1=O
  A: -10; B: -12; C: -6; D: -2; E: nt; F: 10; G: nt; H: nt; I: -23
Structure: Cc1ccccc1NC(=O)c1cccc(S(=O)(=O)N2CCOCC2)c1
  A: -1; B: -4; C: 4; D: 5; E: 3; F: 0; G: 2; H: 16; I: 1
Structure: COc1c(C)cc(C(=O)C2CCCN(Cc3cccc4nccnc34)C2)cc1C (stereo unspecified)
  A: -2; B: 5; C: 2; D: 10; E: 2; F: -9; G: -3; H: 1; I: -5
Structure: NCCCNc1ccc([N+](=O)[O-])cc1C(F)(F)F
  A: -1; B: 8; C: 2; D: 12; E: -1; F: 4; G: 8; H: -4; I: -8
Structure: COc1ccccc1N=Nc1c(C)[nH][nH]c1=O
  A: -1; B: 6; C: 7; D: 3; E: -4; F: 1; G: 8; H: 1; I: -2
Structure: COc1ccc(C(=O)NCCN2CCOCC2)cc1S(=O)(=O)Nc1ccc(C)cc1
  A: 0; B: nt; C: 24; D: 5; E: 2; F: 14; G: 2; H: -1; I: 2
Structure: O=C(Oc1cccc2cccnc12)c1cccc(-n2cnnn2)c1
  A: 6; B: -4; C: -6; D: 0; E: -3; F: -14; G: 8; H: 1; I: 0
Structure: N#CC1=C(N)C2=CCCC[C@H]2[C@H](c2ccc(Br)cc2)C1(C#N)C#N
  A: 1; B: 11; C: 28*; D: 9; E: 10; F: 18; G: -5; H: -1; I: -4
Structure: O=C(COC(=O)c1cccnc1Cl)NCCC1=CCCCC1
  A: 2; B: -4; C: 8; D: -28; E: 2; F: -6; G: -8; H: 11; I: -2
Structure: CC(=O)c1cccc(OCC(=O)Nc2cc(S(=O)(=O)N3CCOCC3)ccc2N2CCCC2)c1
  A: 0; B: 2; C: 1; D: 4; E: 0; F: 6; G: -3; H: 2; I: 0

Shown as labelled records: 2 of the compounds above
NCCCNc1ccc([N+](=O)[O-])cc1C(F)(F)F
  LYPLA1 inh: -1; EBNA-1 inh: 8; pPAFAH FP inh: 2; ZTA counter: 12; PAFAH1B2 inh: -1; PREPL inhibitor: 4; PAFAH1B3 inh: 8; PAFAH2 inh: -4; LYPLA2 inh: -8

COc1ccccc1N=Nc1c(C)[nH][nH]c1=O
  LYPLA1 inh: -1; EBNA-1 inh: 6; pPAFAH FP inh: 7; ZTA counter: 3; PAFAH1B2 inh: -4; PREPL inhibitor: 1; PAFAH1B3 inh: 8; PAFAH2 inh: 1; LYPLA2 inh: -2

New compounds follow
Abbreviations: A = LYPLA1 inh; B = EBNA-1 inh; C = pPAFAH FP inh; D = ZTA counter; E = PAFAH1B2 inh; F = PREPL inhibitor; G = PAFAH1B3 inh; H = PAFAH2 inh; I = LYPLA2 inh
Structure: COc1cccc(OC)c1C(=O)N1CCN(c2ccccn2)CC1
  A: -2; B: -3; C: 3; D: -9; E: -6; F: 0; G: 8; H: 3; I: 3
Structure: COc1ccc(/C=C2\SC(=S)N(CCC(=O)Nc3ccc(C(=O)O)cc3)C2=O)cc1OC
  A: -1; B: -7; C: 3; D: -10; E: 3; F: 5; G: 1; H: -2; I: -2
Structure: O=C(CNC(=O)c1ccc(Br)o1)OCC(=O)c1cccc([N+](=O)[O-])c1
  A: 0; B: 2; C: 1; D: -8; E: -3; F: 16; G: -2; H: -1; I: 4
Structure: CCC(C)NS(=O)(=O)c1ccc(-c2csnn2)s1 (stereo unspecified)
  A: 1; B: 0; C: 0; D: -4; E: 5; F: 6; G: -1; H: 7; I: 1
Structure: CC(C)c1ccc(NC(=O)c2cccc(Br)c2)cc1
  A: -6; B: 5; C: -9; D: -20; E: 3; F: -7; G: 10; H: 3; I: -3
Structure: O=C(CNc1ccc(F)cc1)N/N=C1\CCc2ccccc21
  A: -2; B: 4; C: -2; D: -15; E: 3; F: 11; G: 8; H: 9; I: 4
Structure: O=C1c2ccccc2NC(c2ccc(Br)s2)N1O (stereo unspecified)
  A: 2; B: 3; C: 4; D: 8; E: nt; F: 4; G: nt; H: nt; I: -3
Structure: CN(c1ccccc1)S(=O)(=O)c1ccc(C(=O)NCc2ccccc2F)cc1
  A: 0; B: nt; C: -1; D: -6; E: 0; F: 3; G: -2; H: 8; I: 0
Structure: COc1ccc(-c2ccc(-c3nnc(-c4cc(OC)ccc4OC)o3)cc2)cc1
  A: 1; B: -3; C: -3; D: -2; E: 5; F: 9; G: 4; H: -4; I: 1
Structure: COc1ccccc1CCC(=O)N(CCC1=CCCCC1)c1c(N)n(Cc2ccccc2)c(=O)[nH]c1=O
  A: 1; B: -8; C: 0; D: 4; E: 12; F: 8; G: 11; H: 10; I: -1

Only LYPLA1 inh, for 7 of the compounds above:
Molecule	LYPLA1 inh
COc1cccc(OC)c1C(=O)N1CCN(c2ccccn2)CC1	-2
COc1ccc(/C=C2\SC(=S)N(CCC(=O)Nc3ccc(C(=O)O)cc3)C2=O)cc1OC	-1
O=C(CNC(=O)c1ccc(Br)o1)OCC(=O)c1cccc([N+](=O)[O-])c1	0
CCC(C)NS(=O)(=O)c1ccc(-c2csnn2)s1 (stereo unspecified)	1
CC(C)c1ccc(NC(=O)c2cccc(Br)c2)cc1	-6
O=C(CNc1ccc(F)cc1)N/N=C1\CCc2ccccc21	-2
O=C1c2ccccc2NC(c2ccc(Br)s2)N1O (stereo unspecified)	2

(listing goes on)
Abbreviations: A = LYPLA1 inh; B = EBNA-1 inh; C = pPAFAH FP inh; D = ZTA counter; E = PAFAH1B2 inh; F = PREPL inhibitor; G = PAFAH1B3 inh; H = PAFAH2 inh; I = LYPLA2 inh
Structure: COc1ccc(OC)c(N(CC(=O)NC2CCCC2)S(=O)(=O)c2ccc(OC)c(OC)c2)c1
  A: 3; B: 2; C: 1; D: -4; E: -4; F: 14; G: 5; H: -6; I: 15
Structure: COc1cccc(CNC(=O)C(CC(C)C)NC(=O)c2ccccc2C)c1 (stereo unspecified)
  A: 1; B: -8; C: -1; D: -23; E: 3; F: 15; G: -3; H: 3; I: 9
Structure: O=C(/C=C/c1cccs1)c1ccc(Br)cc1
  A: -5; B: -1; C: 6; D: 13; E: 1; F: -7; G: 10; H: 7; I: -5
Structure: Cc1cc(C)c2nc(N3CCCN(C(=O)c4cnccn4)CC3)c(C#N)cc2c1
  A: -1; B: 15; C: 0; D: 11; E: 3; F: 19; G: 5; H: 1; I: 2
Structure: Clc1ccc(SCNc2ccccc2Cl)cc1
  A: 1; B: 4; C: 7; D: 4; E: 9; F: 0; G: 4; H: 3; I: -3
Structure: COc1ccc(-n2nc(C)c3onc(C)c3c2=O)cc1
  A: 1; B: 2; C: 2; D: 5; E: nt; F: 1; G: nt; H: nt; I: 1
Structure: O=C(Nc1cccc2cccnc12)c1cccc(Cl)c1
  A: -1; B: 5; C: 2; D: -13; E: 1; F: 0; G: 3; H: -2; I: 8
Structure: COC(=O)c1nc(-c2ccccc2)nc(-c2ccccc2)c1C(=O)OC
  A: -4; B: 0; C: -2; D: -1; E: nt; F: -2; G: nt; H: nt; I: -3
Structure: CCCCN1CCCCC1C(=O)Nc1c(C)cccc1C (stereo unspecified)
  A: 2; B: 2; C: 2; D: -10; E: -1; F: 2; G: -5; H: -6; I: 2
Structure: CC1CCc2cc(F)ccc2N1C(=O)C1(C)CC1(Cl)Cl (stereo unspecified)
  A: -3; B: 1; C: -1; D: -4; E: 7; F: 14; G: -7; H: -2; I: 1

(list continues)
Below each compound – LYPLA1 inh	EBNA-1 inh	pPAFAH FP inh	ZTA counter	PAFAH1B2 inh	PREPL inhibitor	PAFAH1B3 inh	PAFAH2 inh	LYPLA2 inh
- Cc1ccc2c(c1)N(CC(=O)N1CCc3ccccc3C1)C(=O)CO2
 : 0	4	-1	-9	6	9	3	-4	1
- Cc1cc(OC(C)C(=O)N(Cc2cccs2)C2CCS(=O)(=O)C2)ccc1Cl (stereo unspecified)
 : 4	-2	10	-10	6	15	7	2	0
- Cc1cc(O)c(C(=O)Cc2csc(C)n2)c(O)c1
 : 1	-9	-7	-6	2	21	8	11	-3
- CC(NC(=O)CCn1nc(-c2ccc(Cl)cc2)ccc1=O)c1ccccc1 (stereo unspecified)
 : 1	1	21	12	6	-6	3	-4	-1
- COc1ccc2c(c1)cc(C(=O)N[C@@H](Cc1ccccc1)C(=O)N[C@@H](C)C(=O)O)n2C
 : -2	5	-1	-3	-2	-6	8	-9	-4
- CC(=O)C1=C(O)C(=O)N(Cc2ccco2)C1c1cccc(F)c1 (stereo unspecified)
 : 1	-13	-9	-2	5	15	7	-2	-5
- S=C(Nc1cccc(Cl)c1)Nc1ccc2cn[nH]c2c1
 : -2	6	9	-7	-1	4	8	-8	3
- Cc1cccn2c(=O)nc(SCC(=O)c3ccccc3)nc12
 : 0	2	2	-1	-6	11	6	5	4
- COc1ccccc1-n1cn[nH]c1=S
 : 1	-1	6	2	3	1	4	0	7
- CC(Sc1nc(-c2ccccc2)cc(C(F)(F)F)n1)C(=O)Nc1sc2c(c1C(N)=O)CCC2 (stereo unspecified)
 : -4	3	9	2	1	6	9	-1	-7
- CCN(C(=O)COC(=O)c1cc(-c2ccc3cc(OC)ccc3c2)nc2ccccc12)C1CCS(=O)(=O)C1 (stereo unspecified)
 : -2	0	2	9	nt	40	nt	nt	2
- CCc1cccc(NC(=O)CCCn2nc(CC)n3c(cc4occc43)c2=O)c1
 : -2	-6	5	-6	10	-2	1	6	-4
- CCc1ccccc1NC(=O)Cc1ccc(-n2cccc2)cc1
 : -1	0	10	-9	6	10	10	0	1
- Cc1ccc(C)c(CN2CCC(n3nccc3NC(=O)CCCc3ccccc3)CC2)c1
 : 0	3	4	3	-1	7	10	2	3
- CCOc1ccc(NC(=S)NC(C)C(c2ccccc2)N2CCN(C)CC2)cc1 (stereo unspecified)
 : 0	-5	2	-3	4	9	8	-2	6
- COc1ccc(C2=NC(=O)/C(=C\c3cc(OC)c(OC)c(OC)c3)O2)cc1
 : 0	17	3	-4	-5	-4	0	-4	-5
- Cc1cc(NC(=O)c2ccco2)c(=O)n(Cc2cccc(C(F)(F)F)c2)c1
 : -8	7	6	-1	5	2	0	4	-11
- CSCCC(NC(=O)c1ccccc1Br)C(=O)NCCCn1nc(C)cc1C (stereo unspecified)
 : 0	-9	4	1	-2	-4	9	-2	-1
- CCc1ccc(NC2=NCC(=O)N2Cc2ccc3c(c2)OCO3)cc1
 : -2	3	4	8	-1	-21	3	-7	5
- Cc1cc(NC(=O)/C=C/c2ccc(Br)cc2)no1
 : -2	3	-6	-18	2	10	5	0	5
- Cc1c(N(C)C(=O)C2CCCN2S(=O)(=O)c2ccccc2)c(=O)n(-c2ccccc2)n1C (stereo unspecified)
 : 4	5	-5	-5	5	21	10	0	-1
- COC(=O)c1ccc(NC(=O)C2C3C=CC(C3)C2C(=O)O)cc1 (stereo unspecified)
 : 1	-2	0	-4	-1	13	-2	-5	-2
- CN(C)c1nc(N(C)C)nc(N(C#N)CCOc2ccccc2)n1
 : -3	2	4	17	3	-7	7	10	3
- CN(c1ccccc1)S(=O)(=O)c1ccc(NC(=O)C2CCCCC2C(=O)O)cc1 (stereo unspecified)
 : 1	-12	-4	2	7	3	8	0	2
